Assay outcomes as filed in PubChem BioAssay.
GLD-1 TGE inh: GLD-1/TGE RNA complex disruptors, primary screen, biochemical, fluorescence polarization; 0.44% of 320,000 active; purified GLD-1 + fluorescein TGE RNA; inhibition, % at 5.96 µM; Female germline-specific tumor suppressor gld-1 (Caenorhabditis elegans), Q17339;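 active = percent inhibition above a per-plate cutoff, the plate mean of test compounds plus 3 SD, cut at about 30% in these data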;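 note: 0% = DMSO wells with GLD-1 and probe and 100% = wells lacking GLD-1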
CIT2 TOR yeast: modulators of CIT2-GFP expression in yeast, primary screen, S. cerevisiae, GFP fusion, multiplex flow cytometry, MLPCN library. GFP response vs DMSO, % at 10 µM. S. cerevisiae CIT2-GFP strain, 3 h; 100 means same as DMSO wells. 0.065% of 320,000 active;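 active = GFP response relative to DMSO above a set limit, near the screen mean plus 3 SD, cut at about 150% in these data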;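 note: ratio of well median GFP fluorescence to mean of DMSO wells on the plate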
BCLXL inh: inhibitors of human Bcl-xL, primary screen, biochemical, fluorescence polarization, HTS. Bcl-2-like protein 1 (Homo sapiens), Q07817. GST-Bcl-xL / FITC-Bim BH3 peptide fluorescence polarization. inhibition, % at 10.9 µM. 0.7% of 320,000 active;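 active = inhibition above the mean of all tested compounds plus 3 SD, cutoff set per campaign, cut at about 30% in these data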;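 note: 0% = DMSO wells and 100% = unlabeled Bim-BH3 peptide competitor; inhibitors lower millipolarization by displacing the labeled peptide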
Target sequence (Q07817 whole entry, looked up): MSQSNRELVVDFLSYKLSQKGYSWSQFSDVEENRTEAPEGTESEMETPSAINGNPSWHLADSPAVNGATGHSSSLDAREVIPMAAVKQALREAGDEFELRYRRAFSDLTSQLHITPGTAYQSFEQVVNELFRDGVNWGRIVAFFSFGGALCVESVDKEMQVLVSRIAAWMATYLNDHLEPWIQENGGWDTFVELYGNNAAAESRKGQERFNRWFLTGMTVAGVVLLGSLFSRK
MCL1 BIM primary: inhibitors of MCL1 binding to BIM-BH3, primary screen, biochemical, fluorescence polarization; Induced myeloid leukemia cell differentiation protein Mcl-1 (Homo sapiens), Q07820; GST-MCL1 / FITC-Bim-BH3 fluorescence polarization; inhibition, % at 10.9 µM; 0.68% of 320,000 active; AID 2057, 2009;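 active = inhibition above the mean inhibition of all tested compounds plus 3 SD, set per campaign, cut at about 40% in these data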;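 note: 0% = DMSO wells and 100% = unlabeled Bim-BH3 peptide control; higher means more loss of mP so more displacement of Bim peptide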
Target sequence (Q07820 whole entry, looked up): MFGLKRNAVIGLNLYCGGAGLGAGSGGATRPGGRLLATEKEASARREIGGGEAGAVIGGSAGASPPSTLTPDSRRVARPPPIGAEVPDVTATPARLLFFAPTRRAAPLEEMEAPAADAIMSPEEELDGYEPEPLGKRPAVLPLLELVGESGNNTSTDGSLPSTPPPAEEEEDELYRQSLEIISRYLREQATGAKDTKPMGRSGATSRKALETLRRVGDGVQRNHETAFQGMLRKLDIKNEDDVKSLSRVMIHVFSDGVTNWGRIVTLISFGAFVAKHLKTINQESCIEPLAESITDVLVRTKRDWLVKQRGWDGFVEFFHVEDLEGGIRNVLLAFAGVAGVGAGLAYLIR
GRK2 inh: compounds blocking aptamer binding on GRK2 – biochemical, human GRK2, bead flow cytometry, HTS, primary screen | Beta-adrenergic receptor kinase 1 (Homo sapiens), P25098 | FAM-aptamer displacement from GRK2 | inhibition of aptamer binding, % at 10 µM | 0.59% of 330,000 active;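 active = inhibition of aptamer binding above 40%, roughly 3 SD of noise, on plates passing a quality check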;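 note: median bead fluorescence of bound FAM aptamer so fluorescent compounds give negative values; no value below 0 was filed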
VLA-4 inh: inhibition in human VLA-4 binding assay, primary screen, VLA-4 allosteric modulator project, MLPCN library, flow cytometry, VLA-4 expressing cells; Integrin alpha-4 (Homo sapiens), P13612; ligand binding flow cytometry; inhibition, % (about 7 µM as worked out from the volumes in the protocol); 0.2% of 330,000 active; in the data active = inhibition above about 50%
MEX-5 binding: MEX-5 zinc finger RNA-binding disruptors – biochemical, C. elegans, fluorescence polarization, MLPCN library, primary screen. Zinc finger protein mex-5 (Caenorhabditis elegans), Q9XUB2. 0.38% of 300,000 active. AID 1832, 2009. MEX-5/FITC-TCR2 RNA binding; hits give low values. activity score (negative = inhibition of binding), % at 10 µM;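 active = inhibition past about -25% in most replicates, and total fluorescence under double the plate's negative control median, limit read from the data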;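 note: 0% = DMSO and -100% = 5 µM competing unlabeled TCR2 RNA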
AGP1 TOR yeast: modulators of AGP1-GFP expression in yeast TOR pathway, primary screen, cell-based, multiplex flow cytometry, S. cerevisiae, MLPCN library; 3 h; GFP as percent of DMSO wells; GFP response vs DMSO, % at 10 µM; 0.02% of 320,000 active;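 active = GFP response relative to DMSO above a set limit, near screen average plus 3 SD, cut at about 150% in these data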;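 note: median GFP channel fluorescence of the gated AGP1 strain per well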
Fam108B inh: mouse Fam108B serine hydrolase inhibitors, primary screen, counter-screen for RBBP9 inhibitor project, biochemical, fluorescence polarization | recombinant Fam108B, FP-Rh probe fluorescence polarization | inhibition, % at 9.51 µM | 0.33% of 300,000 active;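 active = inhibition above the screen mean inhibition plus 3 SD, computed separately per campaign, cut at about 18% in these data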;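 note: inhibitors lower polarization as less probe binds the enzyme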
Numbers without * were called inactive; / = not tested or not shown. Not all compounds are listed; count on the stated rates, not on these rows.

SMILES	GLD-1 TGE inh	CIT2 TOR yeast	BCLXL inh	MCL1 BIM primary	GRK2 inh	VLA-4 inh	MEX-5 binding	AGP1 TOR yeast	Fam108B inh
COc1ccc(CC(=O)N2C[C@H]3C[C@@H](C2)c2cccc(=O)n2C3)cc1	5	108	3	1	5	14	1.8	105	0
CN(C)C(=O)Oc1ccnc2cc(Cl)ccc12	-3	94	0	-2	2	-18	-1.6	105	5
O=C1C2CCCN2C(c2cccnc2)N1c1nccs1 (stereo not given)	-1	110	1	11	1	8	1.9	105	3
CCOC(=O)C1C(=O)NC2(C)CC1c1cc(OC)ccc1O2 (stereo not given)	8	97	5	2	8	8	-2.7	95	0
COc1ccc(/C=C/C(=O)NC(=S)N2C[C@H]3C[C@H](C2)c2cccc(=O)n2C3)cc1	-5	111	5	7	1	-3	1.6	113	1
Cc1ccnc(-n2c(C)cc(C=C3C(=O)N(C)C(=S)N(C)C3=O)c2C)c1	0	82	-12	-28	2	-6	-2.0	93	-1
O=c1[nH]c(=S)n(-c2cccc(Cl)c2)c(O)c1C=NCCN1CCNCC1	3	104	-6	-3	0	11	2.2	105	0
COc1ccc(/C=C/C2=CCN(C)CC2)cc1	9	105	6	1	0	0	-1.4	96	-7
C[C@H]1O[C@@H](OC2CC[C@]3(C=O)[C@H]4CC[C@]5(C)[C@@H](C6=CC(=O)OC6)CC[C@]5(O)[C@@H]4CC[C@]3(O)C2)CC2OC(C)(C)OC21 (stereo not given in full)	9	99	1	-8	0	10	-0.4	100	-2
CCOC(=O)C1=C(C)OC(N)=C(C(=O)OC)C12C(=O)Nc1ccc(Br)cc12 (stereo not given)	0	106	-2	7	0	16	0.5	106	-5
CCCCCCN1CCN(c2ccc(Cl)cc2)CC1	7	104	2	7	0	7	-0.9	101	-2
O=c1[nH]c(=S)n(C2CC2)c(O)c1C=Nc1ccc2c(c1)OCO2	4	101	14	12	3	19	-1.2	110	1
O=c1[nH]c(=S)n(C2CC2)c(O)c1C=NCC1CCCO1 (stereo not given)	6	104	6	12	0	-7	0.5	107	-3
Cn1c(O)c(C(=O)c2ccccc2)c(=O)n(C)c1=O	-5	99	1	-6	2	-1	-4.0	104	-2
COc1ccc(CN2CC3CC(C2)c2cccc(=O)n2C3)cc1OC (stereo not given)	-1	88	0	-1	0	-8	0.6	97	-5
CCN1CCN(Cc2ccc(C)cc2C)CC1	0	105	4	-2	0	-4	-1.8	103	7
CCc1ccc(C(=O)C23CN4CN(CN(C4)C2)C3)cc1	3	91	0	-4	0	17	0.7	91	-4
N#CCCn1cc(C(=O)Nc2ccc(F)cc2)c(-c2ccc([N+](=O)[O-])cc2)n1	-1	91	6	0	0	-3	-0.3	100	3
C[C@H]1CCC[C@@H](O)CCC/C=C/c2cc(O)cc(O)c2C(=O)O1	7	92	2	6	3	5	1.8	96	-2
Cc1cccc(C)c1NC(=O)CN(C)CC(=O)Nc1ccc(C#N)c(Cl)c1	1	104	0	-6	1	-7	1.6	116	-1

A second format for 2 compounds above:
structure: COc1ccc(CC(=O)N2C[C@H]3C[C@@H](C2)c2cccc(=O)n2C3)cc1
  GLD-1 TGE inh: 5; CIT2 TOR yeast: 108; BCLXL inh: 3; MCL1 BIM primary: 1; GRK2 inh: 5; VLA-4 inh: 14; MEX-5 binding: 1.8; AGP1 TOR yeast: 105; Fam108B inh: 0
structure: O=c1[nH]c(=S)n(C2CC2)c(O)c1C=NCC1CCCO1 (stereo not given)
  GLD-1 TGE inh: 6; CIT2 TOR yeast: 104; BCLXL inh: 6; MCL1 BIM primary: 12; GRK2 inh: 0; VLA-4 inh: -7; MEX-5 binding: 0.5; AGP1 TOR yeast: 107; Fam108B inh: -3

(listing goes on)
SMILES	GLD-1 TGE inh	CIT2 TOR yeast	BCLXL inh	MCL1 BIM primary	GRK2 inh	VLA-4 inh	MEX-5 binding	AGP1 TOR yeast	Fam108B inh
CC(=NCCC1=CCCCC1)c1c(O)n(C)c(=O)n(C)c1=O	7	/	2	0	0	6	0.7	89	-1
COC(=O)C1=C(c2cccc(OCc3ccccc3)c2)C[C@@H]2CC[C@H]1N2C(=O)NCCN1CCOCC1	-1	107	7	5	0	-5	/	95	/
CCC1C2Cn3c(nc4ccccc43)C1N(C)O2 (stereo not given)	2	91	6	3	0	-12	-0.4	80	2
Cc1ccc(N)c(C(=O)c2ccc(Br)cc2)c1	4	94	4	-1	23	-11	-1.3	93	-3
N#CC(C#N)=Cc1ccc(-c2ccccc2)o1	-24	104	9	-29	0	2	-43*	91	-3
Cc1cc(OC(C)C(=O)NCc2ccncc2)c2c3c(c(=O)oc2c1)CCCC3 (stereo not given)	4	98	6	8	0	-2	3.8	97	-1
ClCCN1CCN(c2ccnc3cc(Cl)ccc23)CC1	1	99	11	15	0	11	-4.8	102	1
Cn1c(O)c(C=NC2CCN(Cc3ccccc3)CC2)c(=O)n(C)c1=O	2	104	2	6	0	-22	0.1	101	0
Fc1cccc(CNCCc2c[nH]c3ccccc23)c1	8	105	0	8	3	2	1.8	100	0
CC(C(=O)c1c[nH]c2ccccc12)N1CCc2ccccc2C1 (stereo not given)	3	103	2	5	0	-8	-2.4	95	2
CCC(=NCc1ccco1)c1c(O)[nH]c(=O)[nH]c1=O	2	104	10	1	5	9	-0.5	104	3
Cc1[nH]c2c(C(F)(F)F)cccc2c1CCN	3	97	10	10	0	18	-1.9	100	3
Cc1ccc(S(=O)(=O)N2CCC(C(=O)N3CCC4(CC3)OCCO4)CC2)cc1	2	89	0	-4	0	7	2.6	93	-1
CCN1CCN(c2ccc(N)cc2C)CC1	2	100	3	-4	0	10	5.3	71	1
COC(=O)C1=C(c2ccc(OC(F)(F)F)cc2)C[C@@H]2CC[C@H]1N2C(=O)N1CCC(O)CC1	8	97	2	2	0	6	/	97	/
O=C(C[N+]12CCC(CC1)C(CO)C2)c1ccc(Br)cc1 (stereo not given)	6	98	4	2	0	-1	1.3	104	-1
CC1(C)OC(c2ccccc2)=C/C(=C/C=C2C(=O)NC(=S)NC2=O)O1	-55	/	25	33	48*	-85	3.7	75	-169
Cc1ccc(OCCn2cccc2/C=C2/C(=O)NC(=O)N(Cc3ccco3)C2=O)cc1	-5	83	-5	0	2	2	-3.7	107	3
O=C(Cn1c2c(c(-c3ccccc3Cl)cc1=O)CCC2)N1CCC2(CC1)OCCO2	-4	92	5	6	0	18	-1.5	99	5
FC(F)(F)c1ccc2c(c1)NP(=S)(N1CCOCC1)c1nccn1-2 (stereo not given)	2	96	5	5	0	5	3.5	103	-3

Entries from the list above that have a carbonyl joined to an NH by a bond outside any ring:
SMILES	GLD-1 TGE inh	CIT2 TOR yeast	BCLXL inh	MCL1 BIM primary	GRK2 inh	VLA-4 inh	MEX-5 binding	AGP1 TOR yeast	Fam108B inh
COc1ccc(/C=C/C(=O)NC(=S)N2C[C@H]3C[C@H](C2)c2cccc(=O)n2C3)cc1	-5	111	5	7	1	-3	1.6	113	1
N#CCCn1cc(C(=O)Nc2ccc(F)cc2)c(-c2ccc([N+](=O)[O-])cc2)n1	-1	91	6	0	0	-3	-0.3	100	3
Cc1cccc(C)c1NC(=O)CN(C)CC(=O)Nc1ccc(C#N)c(Cl)c1	1	104	0	-6	1	-7	1.6	116	-1
COC(=O)C1=C(c2cccc(OCc3ccccc3)c2)C[C@@H]2CC[C@H]1N2C(=O)NCCN1CCOCC1	-1	107	7	5	0	-5	/	95	/
Cc1cc(OC(C)C(=O)NCc2ccncc2)c2c3c(c(=O)oc2c1)CCCC3 (stereo not given)	4	98	6	8	0	-2	3.8	97	-1

(continued)
SMILES	GLD-1 TGE inh	CIT2 TOR yeast	BCLXL inh	MCL1 BIM primary	GRK2 inh	VLA-4 inh	MEX-5 binding	AGP1 TOR yeast	Fam108B inh
CCN1CCC(NCC2CCCCC2)CC1	5	100	-1	-3	3	9	0.9	104	-3
COc1ccc(-c2nn(CCC#N)cc2C(=O)Nc2ccc(C(C)=O)cc2)cc1	-4	105	3	1	1	-4	-1.7	104	2
CC1(C)CN=C(Nc2ccccc2C(F)(F)F)S1	3	98	6	8	2	13	0.7	104	2
CCOC(=O)c1cc(C)n(CCc2cnc[nH]2)c1C	0	104	7	-5	1	15	-1.9	106	9
COc1ccc2c(c1O)[C@]13CCN(C)[C@H](C2)[C@@H]1CCC(=O)C3	2	105	7	9	2	2	2.2	109	3
CCCCCn1c(N)c(C(=O)NCCN2CCOCC2)c2nc3ccccc3nc21	3	106	4	1	5	5	0.0	102	8
CC1(C)CC(=O)C(C=NCCN2CCN(C(=O)Cc3ccccc3)CC2)=C(O)C1	4	106	0	1	1	1	-0.3	114	-4
O=C(NCc1ccccc1)c1cccn(Cc2cccc(Cl)c2)c1=O	1	99	4	8	0	3	1.8	97	-1
CN1C(=O)N(C)C(=O)C(CCc2ccccn2)(CCc2ccccn2)C1=O	2	103	6	8	2	11	3.3	106	-3
COC(=O)C1=C(c2ccc(-c3ccccc3)c(F)c2)C[C@@H]2CC[C@H]1N2C(=O)N1CCCCC1	1	88	-2	-3	7	0	/	94	/
COc1cc(OC)c(OC)cc1CN1CCN(C(=O)Cc2ccccc2)CC1	6	106	8	2	0	2	-2.8	104	0
O=CC(Cl)P(=O)(N1CCOCC1)N1CCOCC1 (stereo not given)	4	99	-2	0	0	6	-5.6	107	3
c1cc(CCN2CCCC2)ccn1	2	104	19	24	0	6	-7.2	103	1
COc1cccc(N2C(=O)NC(=O)/C(=C/c3ccc4c5c(cccc35)CC4)C2=O)c1	-5	84	8	15	0	7	-3.7	103	-1
